CaV13 FRET inh: Primary screen for inhibitors of IQ motif and Ca2+-dependent inactivation inhibitor domain binding in CACNA1D, Förster resonance energy transfer in living cells, …. HEK cells, CFP/YFP FRET ICDI-IQ, plate reader, 10 min; percent FRET-ratio fall versus neutral wells. inhibition, % at 12.3 µM. 0.098% of 340,000 active. AID 743397;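 active = mean replicate inhibition of at least 30% and at least 1% of replicates passing that level; inconclusive = only one of the two criteria is met; inactive = neither criterion is met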;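 also: 0% = median of the neutral control wells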
PDI turbidity: PDI (human) enzyme inhibition | PDI insulin aggregation turbidity, A650, 90 min | AID 588391 | 0.052% of 350,000 active | inhibition, % at 10 µM;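 active = mean inhibition across replicates of 30% or more, whatever share of single replicates reach that level; inconclusive = mean inhibition below 30% while every single replicate reaches 30%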;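 also: absorbance from insulin aggregation driven by PDI reduction with DTT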
aDG glyco up: increases alpha dystroglycan glycosylation | activation, % at 10 µM | 0.22% of 360,000 active | Pro5-aDG cells, alpha-DG glycosylation AlphaScreen (IIH6); 0% Pro5, 100% B10-LARGE cell signal;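 active = activation of at least 8% versus controls, or a plate z-score of at least 8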;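 also: Pro5 are CHO cells carrying HIG-tagged alpha-DG that lacks glycosylation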
Vif inh: blocks HIV Vif function. HEK293T cells, Vif self-association by quenched fluorescence, imaging, 24 h. inhibition, % at 7.49 µM. 0.35% of 340,000 active; in the data active = inhibition above about 50%, passing the limit was not always enough; inconclusive = no clear call, values can overlap the other calls; inactive = below about 31%; also: some results filed as inactive read as strong as hits
N-glyco inh: N-linked glycosylation inhibition. D54 ERlucT glycosylation luciferase reporter, 24 h; percent of 100 nM tunicamycin response. reporter increase, % at 12.5 µM. 0.23% of 360,000 active. AID 588692;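 active = mean luciferase reporter signal, scaled so untreated is 0 and the glycosylation-blocking control 100, at or above a set limit in every replicate; inconclusive = mean reaches the limit but not every replicate does; inactive = mean below the limit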;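 also: luciferase carries N-glycosylation sites so blocking glycosylation raises the light; 0% = median of neutral control wells and 100% = median of 100 nM tunicamycin wells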
MC4R ag barr: human MC4R agonism via beta-arrestin; AID 540308; 0.98% of 360,000 active; activation, % at 8.9 µM; U2OS MC4R beta-arrestin complementation, luminescence; percent of melanotan II response, DMSO zero;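 active = activation above a per-plate cutoff, the mean activation of sample wells on that plate plus 3 SD, cut at about 8% in these data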
HTR2A ag: mouse HTR2A agonism via beta-arrestin recruitment; CHO-K1 mHTR2A beta-arrestin complementation, luminescence; percent of 30 µM serotonin response; 0.66% of 360,000 active; activation, % at 7.6 µM; P35363;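 active = activation above a run cutoff, the mean activation of all tested compounds plus 3 SD, cut at about 14% in these data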;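 also: 0% = plate median of compound wells and 100% = 30 µM serotonin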
MC4R antag cAMP: blocks human MC4R cAMP signaling | inhibition, % at 6.5 µM | P32245 | 0.48% of 360,000 active | MC4R-expressing cells, MTII-stimulated cAMP, LANCE TR-FRET;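 active = inhibition above its plate's cutoff, the mean of tested wells on that plate plus 3 SD, cut at about 29% in these data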;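 also: 0% = Melanotan II alone and 100% = Melanotan II plus saturating MCL0020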
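System: U2OS-MC4R stable cell line; Technique: Eu-cAMP/anti-cAMP TR-FRET, emission 671 nm; Repeats: single well per compound; Also added: Melanotan II; Dosing: one concentration, 6.5 µM nominal; Schedule: 30-min compound, 1-h challenge, 1-h detection, room temperature.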
ABCB6 inh 2: inhibitors of human ABC transporter ABCB6 | AID 602162 | Q9NP58 | 0.19% of 360,000 active | fluorescence ratio to DMSO, % at 10 µM | K562-ABCB6 porphyrin accumulation, flow cytometry, 1 h; stronger effect = lower value;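 active = fluorescence ratio to DMSO below 75%, the collection mean minus 3 SD; inconclusive = too few cells collected in the well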;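 also: signal is porphyrin accumulated inside mitochondria; 100% equals median channel fluorescence of DMSO control wells; lower ratio means ABCB6 inhibition with less porphyrin fluorescence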
Target sequence (Q9NP58 whole entry, looked up): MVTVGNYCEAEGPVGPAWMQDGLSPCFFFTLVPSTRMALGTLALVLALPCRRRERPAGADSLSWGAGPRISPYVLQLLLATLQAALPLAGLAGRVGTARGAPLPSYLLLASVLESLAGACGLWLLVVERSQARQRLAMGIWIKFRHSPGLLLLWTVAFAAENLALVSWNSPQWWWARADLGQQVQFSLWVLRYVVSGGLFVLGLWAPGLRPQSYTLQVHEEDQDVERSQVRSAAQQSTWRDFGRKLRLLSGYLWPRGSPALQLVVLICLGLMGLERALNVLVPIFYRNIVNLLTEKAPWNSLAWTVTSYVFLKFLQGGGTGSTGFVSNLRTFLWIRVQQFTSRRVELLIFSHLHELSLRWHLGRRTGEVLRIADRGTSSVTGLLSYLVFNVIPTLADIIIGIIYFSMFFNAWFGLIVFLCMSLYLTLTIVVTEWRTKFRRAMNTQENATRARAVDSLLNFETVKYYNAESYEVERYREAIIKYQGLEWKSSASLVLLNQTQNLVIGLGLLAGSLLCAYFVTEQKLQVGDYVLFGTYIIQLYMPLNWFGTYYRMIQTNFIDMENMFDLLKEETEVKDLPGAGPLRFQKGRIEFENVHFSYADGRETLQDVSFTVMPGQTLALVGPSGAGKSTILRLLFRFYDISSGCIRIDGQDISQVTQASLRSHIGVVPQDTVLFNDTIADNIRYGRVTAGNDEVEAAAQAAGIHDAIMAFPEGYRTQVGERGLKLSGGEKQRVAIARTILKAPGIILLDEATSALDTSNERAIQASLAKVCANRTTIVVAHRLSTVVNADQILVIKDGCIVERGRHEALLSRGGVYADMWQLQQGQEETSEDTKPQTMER
H9c2 protect: modulators protecting cardiomyocytes from myocardial damage; H9c2 cardiomyocytes, H2O2 injury protection, ATPLite, 2 h; protection from H2O2 cell death, % at 20 µM; 0.63% of 360,000 active; AID 588492;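 active = compounds giving at least 50% protection of heart cells from peroxide-induced death in the single-dose screen, raw or plate-pattern-corrected value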;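 also: 0% = DMSO wells with peroxide and 100% = DMSO wells without peroxide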
Numbers without * were called inactive; u = inconclusive; x = not tested or not shown.

nr	compound	CaV13 FRET inh	MC4R antag cAMP	Vif inh	aDG glyco up	N-glyco inh	H9c2 protect	ABCB6 inh 2	MC4R ag barr	PDI turbidity	HTR2A ag
1	COc1cc(OC)cc(C(=O)N[C@H](C(=O)N2CCc3ccccc32)C(C)C)c1	-5	4	-7	0.3	-2	-3	101	1.7	2	-1
2	O=c1oc(CCCO)cc2ccccc12	-12	1	-1	0.2	2	3	101	-1.2	-2	0
3	O=C(c1ccccc1)c1cccc2ccccc12	-16	2	7	0.3	-2	-4	89	5.0	-1	-1
4	COc1ccc(-c2nn(-c3ccccc3)cc2CNC[C@H]2O[C@@H](n3cnc(C(N)=O)n3)[C@H](O)[C@@H]2O)cc1	-6	-2	0	0.0	3	7	102	-1.1	-7	-1
5	Cc1c(Nc2cc(=O)oc3ccccc23)c(=O)n(-c2ccccc2)n1C	-3	1	-3	3.3	0	-1	94	0.6	6	7
6	Cc1c(C(=O)Nc2c3c(nn2C(C)(C)C)CS(=O)(=O)C3)cccc1[N+](=O)[O-]	-15	1	-5	0.1	-1	-4	89	-1.7	0	-4
7	CCOC(=O)NC(=O)/C(C#N)=N\Nc1cccc(OC)c1	-5	7	0	-0.1	0	-1	97	-2.8	-4	8
8	CC(C)(C)c1ccc(N2C(=N)SCC2=O)cc1	-2	0	-8	0.2	0	-4	104	1.0	-2	0
9	O=C(C(=O)N1CCN(c2ccc(F)cc2)CC1)c1cn(CC(=O)N2CCOCC2)c2ccccc12	-3	5	1	-0.1	2	-1	101	-3.2	3	-3
10	CC1CCN(c2nc3c(N)ncnc3n2[C@@H]2O[C@H](CO)[C@@H](O)[C@H]2O)CC1	-19	-2	-12	-0.1	1	2	99	-1.5	-6	-3
11	COC(=O)c1cc(COC(=O)COc2ccc(C)c(C)c2)oc1C	-2	14	-10	0.0	1	-5	98	2.0	13	2
12	CCOc1ncccc1C(=O)Nc1ccc(-c2cn3ccsc3n2)cc1	-4	-7	-8	0.2	-2	11	98	-0.6	2	-4
13	O=C(NC1c2ccccc2-c2ccccc21)N1CCOCC1	-8	15	1	-0.3	2	-5	98	3.0	1	-2
14	O=C(O)c1cccc(NC(=O)c2cccc(NC(=O)C3CCCO3)c2)c1 (stereo unspecified)	-7	2	x	0.0	1	4	96	-1.8	1	1
15	O=C(CSc1nc2ccc(Cl)cc2[nH]1)Nc1ccc2[nH]c(=O)[nH]c2c1	-7	3	11	-0.1	2	4	100	-1.9	-2	-8
16	O=C(NCCCn1ccnc1)/C(=C/c1ccco1)NC(=O)c1ccco1	-20	1	-2	-0.1	1	-3	96	-1.7	4	2
17	Cc1ccc(S(=O)(=O)N(C)C)cc1NC(=O)COC(=O)C1CCCC1	-7	2	-17	-0.4	-2	0	97	-1.0	1	5
18	CCN(CC)CCCNc1ccc(-c2nnc(-c3ccc(OCC(C)C)cc3)o2)cn1	-5	2	-3	-0.3	-1	-23	104	4.0	-10	-5
19	CCOC1=C2[C@H](c3ccccc3)N(S(=O)(=O)c3ccc(C)cc3)C[C@H]2n2c(=O)n(-c3ccccc3)c(=O)n2C1	-3	x	1	-0.3	0	0	100	x	x	-3
20	O=C(Cn1ccc(=O)[nH]c1=O)Nc1nccs1	-5	-3	18	-0.1	1	1	97	0.1	-2	7
21	CCCc1cc(=O)[nH]c(SCC(=O)Nc2nonc2N)n1	-5	2	-1	-0.1	1	1	93	-1.5	-3	1
22	CCCCn1nnnc1C1(C)CCC(=O)N1CCc1c[nH]c2ccccc12 (stereo unspecified)	-9	x	x	-0.1	x	x	99	x	x	6
23	Cc1ccc(NS(=O)(=O)c2cccc(C(=O)NNC(=O)c3ccco3)c2)c(C)c1	-6	-9	1	-0.3	-1	7	99	-0.4	-10	-5
24	O=C(Cn1c(-c2cscn2)nc2ccccc21)Nc1ccccc1F	-3	9	x	0.0	2	7	99	1.0	-2	-4
25	CN(Cc1ccccc1F)c1nc(-c2cccnc2)nc2ccccc12	-7	10	-9	0.1	-4	-19	95	0.1	-5	3
26	CC(=O)CN1C(=O)NC(c2ccccc2)(c2ccccc2)C1=O	-4	1	11	0.1	3	-2	46*	-0.2	-1	-5
27	COc1cc2[nH]c(=O)n(C3CCCCC3)c(=O)c2cc1OC	x	-1	-2	0.1	-2	4	100	-2.7	8	7
28	CCOC(=O)C1(CCOc2ccccc2)CCN(Cc2cccc(OC)c2OC)CC1	8	-2	1	0.3	-1	-14	99	1.8	-2	4
29	CC(=O)NC1(C(F)(F)F)C(=O)Nc2c1c(=O)[nH]c(=O)n2CC(C)C (stereo unspecified)	-4	1	-6	-0.3	3	-1	106	-1.6	4	0
30	COCC(=O)OCC(=O)Nc1ccc(Cl)cc1[N+](=O)[O-]	-7	-4	-4	0.6	1	1	98	-1.7	0	-3
31	COCCNC(=O)c1c(N)n(/N=C/c2cccs2)c2nc3ccccc3nc12	-1	-2	x	-0.3	0	38	97	0.5	-2	5
32	CC(=O)OC1COC(OC(C)=O)CO1 (stereo unspecified)	-5	2	-5	0.2	3	-3	105	0.1	6	2
33	Cc1cc(C)cc(N(CC(=O)NC2CCCCC2)C(=O)c2ccc(C)s2)c1	-5	1	4	0.3	-2	2	96	1.3	6	-3
34	CC(Nc1ccc(Br)cc1)C(=O)N/N=C/c1ccccc1OCc1ccccc1 (stereo unspecified)	-4	3	-7	-0.1	2	-1	94	7.0	3	10
35	CCOc1ccc(CCNC(=O)c2ccc(Cl)c(S(=O)(=O)N3CCOCC3)c2)cc1OCC	-2	11	-5	0.2	0	0	95	-3.4	-2	5
36	COCCn1c(=NC(=O)CSCC(=O)N2CCOCC2)sc2cc(C)ccc21	-5	0	-5	-0.4	2	8	95	-2.4	6	0
37	CS(=O)(=O)N1CCC(C(=O)Nc2cccc(Br)c2)CC1	6	-1	1	0.1	1	-3	92	-1.7	-1	-7
38	CC(=O)c1ccc(C(=O)N(C)C2CCCN(Cc3ccccc3F)C2)s1 (stereo unspecified)	-7	7	-6	0.1	0	2	93	-1.3	-2	3
39	CC(C(=O)Nc1cc(C(F)(F)F)ccc1N1CCOCC1)N1C(=O)C2CC=CCC2C1=O (stereo unspecified)	1	-1	u	-0.1	0	-4	103	0.5	-16	1
40	COc1cccc(NC(=O)CSc2nnc(-c3cccs3)n2C)c1	x	0	x	0.0	5	-16	102	-2.4	-11	0
41	O=C(c1ccccc1)N1CCN(c2ccc(Cl)cc2)CC1	-8	9	-6	0.3	-3	-4	99	-1.0	2	-3
42	Clc1ccc(Cn2ncc3c(N4CCCCC4)ncnc32)c(Cl)c1	x	-2	-10	x	-4	x	97	-2.0	x	-1
43	O=C(CSc1ncnc2ccccc12)Nc1cccc(S(=O)(=O)N2CCOCC2)c1	-4	9	1	0.5	-1	-2	101	-2.4	2	-2
44	COc1cc(C)c(Cl)c(C)c1S(=O)(=O)NC1CC(C)(C)NC(C)(C)C1	-6	13	4	1.3	-1	11	96	-1.2	2	-1
45	O=C(CN1CCOCC1)Nc1cccc(C(F)(F)F)c1	-4	3	4	-0.1	0	0	98	-2.2	0	-1
46	O=C(CCN1C(=O)/C(=C/c2cccs2)SC1=S)NNC(=O)c1cccc(O)c1	-7	-7	-3	-0.1	2	-30	100	2.7	-7	1
47	COc1ccc(C)cc1NC(=O)NNS(=O)(=O)c1ccc(NC(C)=O)cc1	x	0	-3	-0.3	-1	6	96	-1.7	-10	0
48	CCCCC(=O)N(C)c1c(C)nc2ccc(C(=O)NCc3ccccc3OC)cn12	-6	6	10	0.4	0	7	97	-2.0	-6	2
49	CCOC(=O)C1=CN(Cc2cccc(F)c2)S(=O)(=O)NC1CCc1ccccc1 (stereo unspecified)	-6	5	-1	0.0	-3	-14	98	2.2	11	5
50	Cc1cccc(NC(=O)NCCc2ccc(Cl)cc2)c1	-4	12	11	0.7	0	-6	101	-0.8	2	-4
51	O=C(CN1C(=O)CC(c2ccco2)Sc2ccccc21)Nc1ccc2c(c1)OCCO2 (stereo unspecified)	x	-1	-3	-0.1	-4	4	100	-2.6	1	-7
52	Cc1ccccc1Cn1cc(NC(=O)c2cc(C3CC3)on2)cn1	-5	10	-4	0.2	2	-4	98	-1.2	-1	1
53	CC1CSc2n(-c3cccc(C(F)(F)F)c3)cc(-c3ccccc3)[n+]21 (stereo unspecified)	-6	3	2	0.0	2	-18	101	-1.3	-3	4
54	CCCSc1nnc2n(-c3ccccc3OC)c(=O)c3c4c(sc3n12)CCC4	x	2	1	0.2	-2	26	100	-1.8	-4	8
55	COc1ccc([C@H]2CC(=O)C=C(c3cc4ccccc4s3)C2)cc1	-2	1	51*	-0.5	3	-5	101	-1.6	5	0
56	O=c1[nH]ncn1-c1cccc(C(F)(F)F)c1	-4	-2	10	0.0	0	0	96	-1.8	2	-4
57	Cc1sc(NC(=O)c2ccco2)c(C(c2cccnc2)N2CCCC2)c1C (stereo unspecified)	-5	12	-24	-0.4	-4	8	98	0.1	12	-3
58	CC(=O)NC1CC2CCCC(C1)N2CC(=O)NCc1ccc(F)cc1 (stereo unspecified)	-4	0	-4	-0.1	-1	-3	102	-1.2	10	-3
59	Cc1nc(SCC(=O)c2ccccc2)c(C#N)c(-c2ccco2)c1C(=O)NCc1ccco1	x	15	-3	0.0	5	19	107	-2.8	5	-6
60	C#CC[N+](C)(C)CCCCCCCCCC	-6	9	2	0.1	40*	-5	106	-1.1	10	-5

Continuation.
nr	compound	CaV13 FRET inh	MC4R antag cAMP	Vif inh	aDG glyco up	N-glyco inh	H9c2 protect	ABCB6 inh 2	MC4R ag barr	PDI turbidity	HTR2A ag
61	Cc1nn(C)c(C)c1CNC(=O)Nc1cccc(Cl)c1	3	-1	2	0.1	1	0	101	0.2	-1	-3
62	CC(C)[C@H](NC(=O)c1ccco1)C(=O)NC12CC3CC(CC(C3)C1)C2	-3	1	-3	-0.3	1	8	92	1.2	1	7
63	Cc1c(NC(=O)C(C)NCC2CCCO2)c(=O)n(-c2ccccc2)n1C (stereo unspecified)	x	1	x	0.0	-1	4	194	0.5	0	5
64	CCOC(=O)c1sc(-c2ccccc2)cc1NC(=O)c1ccc(S(=O)(=O)N(CCOC)CCOC)cc1	-5	6	-6	-0.4	-1	0	95	-0.2	12	2
65	Cc1ccc(N2CCN(c3ccc(NCc4nc5ccccc5n4C)cc3)CC2)cc1	-5	-3	2	-0.1	-2	-16	102	0.4	-8	3
66	O=C(NCCOc1ccccc1)C1CCC(=O)N(CCCN2CCOCC2)C1 (stereo unspecified)	-4	0	2	0.1	1	-2	98	-0.5	-4	-3
67	CCc1cccc(NC(=O)Cn2c(=O)n(CCC(=O)NCC3CCCO3)c(=O)c3cc(OC)c(OC)cc32)c1 (stereo unspecified)	-7	1	3	0.0	2	1	98	1.6	0	-2

Compound activity as filed in PubChem BioAssay.
